High-throughput results from PubChem BioAssay.
TCR-CD3 inh: human TCR-CD3 binding inhibition. inhibition, % at 9.4 µM. TAMRA-labeled TCR probe fluorescence, biochemical. 360,000 compounds, 0.37% hits; in the data active = inhibition above about 19%;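 also: recombinant mutant TCR 2C K166C tagged with TAMRA read by polarization; 0% = receptor in buffer alone and 100% = receptor with positive control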
Tn7 DDE FP: inhibitors of Tn7 peptide binding to human fibrin DD(E); inhibition, % at 8.3 µM; FP displacement of FITC-Tn7 peptide from fibrin DD(E); 0% = median of compound wells per plate; AID 720508; 370,000 compounds, 0.13% hits;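 active = inhibition above the mean of compounds falling within the control limits plus 3 SD of them, cut at about 14% in these data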;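 also: 0% = plate median of compound wells and 100% = 10 µM Aha-Tn7 peptide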
Target sequence (P02675 whole entry, looked up): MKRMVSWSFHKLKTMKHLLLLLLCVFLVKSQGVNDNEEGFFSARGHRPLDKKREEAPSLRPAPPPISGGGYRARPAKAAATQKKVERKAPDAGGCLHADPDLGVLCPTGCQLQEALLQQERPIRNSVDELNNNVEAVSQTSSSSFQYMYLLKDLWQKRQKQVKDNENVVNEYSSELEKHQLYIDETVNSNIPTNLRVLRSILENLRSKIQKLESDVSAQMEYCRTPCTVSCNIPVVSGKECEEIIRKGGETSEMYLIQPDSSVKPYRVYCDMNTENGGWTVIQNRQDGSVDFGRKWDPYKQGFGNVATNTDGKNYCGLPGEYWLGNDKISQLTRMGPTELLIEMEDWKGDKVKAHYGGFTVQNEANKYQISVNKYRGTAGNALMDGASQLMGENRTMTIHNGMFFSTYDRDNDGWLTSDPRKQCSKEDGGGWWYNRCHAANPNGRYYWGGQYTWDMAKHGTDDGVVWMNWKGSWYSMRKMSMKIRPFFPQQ
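Test system – human fibrin DD(E) · Times – 10 min preincubation, 3 h with tracer, room temperature · Detection – fluorescence polarization of the labelled Tn7 tracer · Measure – percent inhibition normalized to high-control wells · Benchmarks – high control wells with 10 µM unlabelled Aha-Tn7 peptide (full inhibition) · Repeats – singlicate testing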
SIAE inh: blocks human sialic acid acetylesterase. Q9HAT2. SIAE FP-Rh probe binding, fluorescence polarization. inhibition, % at 9.66 µM. 370,000 compounds, 0.69% hits;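 active = inhibition above a cutoff: mean of compounds within the control limits plus 3 SD of those, cut at about 17% in these data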;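 also: 0% = plate median of compound wells and 100% = probe without SIAE protein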
LEDGF integ inh: blocks HIV-1 LEDGF/p75-dependent DNA integration | TR-FRET IN-LEDGF/p75 DNA integration, Eu/Cy5 | inhibition, % at 3.7 µM | 370,000 compounds, 0.64% hits | AID 743269;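 active = inhibition above the screen-wide mean plus 3 SD, cut at about 13% in these data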;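 also: signal is the Cy5 over europium emission ratio at 671 and 618 nm; 0% = plate median of compound wells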
UHRF1 binding: human UHRF1 methylated DNA binding inhibitors | 370,000 compounds, 0.75% hits | AID 687016 | Q96T88 | inhibition, % at 4.4 µM | UHRF1 binding to methylated oligo, TR-FRET; in the data active = inhibition above about 21%;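 also: UHRF1 SRA domain binding a hemimethylated CpG hairpin DNA probe; 0% = median of test compound wells and 100% = reference inhibitor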
PRMT1 inh: blocks human protein arginine methyltransferase 1; 370,000 compounds, 1.3% hits; recombinant PRMT1, activity-based probe fluorescence polarization; Q99873; inhibition, % at 2.79 µM;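 active = inhibition above about 21% made by adding two undisclosed values, limit read from the data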
PG9 Ab binder: binds the HIV-1 gp120 antibody PG9; TR-FRET gp120-PG9 antibody binding; inhibition, % at 6.7 µM; 360,000 compounds, 0.43% hits; in the data active = inhibition above about 8.5%
mABHD4 FP: inhibitors of mouse ABHD4. Q8VD66. purified mABHD4, FP-Rh probe fluorescence polarization. inhibition, % at 8.92 µM. 370,000 compounds, 0.54% hits;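 active = inhibition exceeding the mean over every tested compound plus 3 SD, cut at about 30% in these data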;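 also: 0% = plate median of compound wells and 100% = S159A mutant with DMSO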
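Doses – 8.92 µM, single dose · Material – wild-type mouse ABHD4 protein · Replication – single well per compound (singlicate) · Measure – percent inhibition of probe binding, normalized to plate controls · Schedule – 45 min compound pre-incubation plus 60 min probe step, 25 °C · Detection – fluorescence polarization with parallel and perpendicular emission, 525/598 nm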
TDP2 inh: blocks human TDP2 phosphodiesterase activity. O95551. recombinant TDP2, T5PNP hydrolysis, p-nitrophenol absorbance 415 nm. inhibition, % at 12.8 µM. 370,000 compounds, 0.34% hits. AID 720702;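 active = inhibition above the mean of all tested compounds plus 3 SD, set per campaign, cut at about 25% in these data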;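 also: 0% = DMSO with enzyme and 100% = buffer with substrate but no TDP2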
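System – recombinant human TDP2 · Amount – 120 nM TDP2 per well · Buffer or medium – Mg2+-containing Tris-HCl buffer, pH 7.5 · Reagent – T5PNP substrate, 5 mM · Dosing – 12.8 µM single point, 1% DMSO · Incubation – 2 h at 37 °C · Measured by – epi absorbance · Read-out basis – percent inhibition · Benchmarks – high control without enzyme, low control DMSO plus TDP2 · Repeats – singlicate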
HTRA1 inhibitor: inhibitors of human serine peptidase HTRA1 | Q92743 | recombinant HTRA1, FP-rhodamine activity-based probe, fluorescence polarization | inhibition, % at 5.96 µM | 340,000 compounds, 0.5% hits | AID 504803; in the data active = inhibition above about 36%;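 also: 0% = enzyme with DMSO and 100% = wells lacking enzyme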
Target sequence (Q92743 whole entry, looked up): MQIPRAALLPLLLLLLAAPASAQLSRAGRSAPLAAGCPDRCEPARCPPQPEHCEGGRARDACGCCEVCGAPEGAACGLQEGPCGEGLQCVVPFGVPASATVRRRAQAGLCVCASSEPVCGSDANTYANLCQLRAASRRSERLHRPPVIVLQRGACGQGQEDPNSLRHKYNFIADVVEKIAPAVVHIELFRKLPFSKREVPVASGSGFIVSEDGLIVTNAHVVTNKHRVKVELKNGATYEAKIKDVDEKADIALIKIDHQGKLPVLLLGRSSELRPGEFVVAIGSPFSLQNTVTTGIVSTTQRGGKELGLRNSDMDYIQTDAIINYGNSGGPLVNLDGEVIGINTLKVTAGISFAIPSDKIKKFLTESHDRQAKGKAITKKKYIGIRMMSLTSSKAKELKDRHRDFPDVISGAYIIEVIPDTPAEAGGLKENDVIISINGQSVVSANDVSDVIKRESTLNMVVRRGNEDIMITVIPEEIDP
Starred values were filed as active, the others as inactive; . = no result given. The order is random. About 4.2% of those tested had a hit in this group.

SMILES	TCR-CD3 inh	Tn7 DDE FP	SIAE inh	LEDGF integ inh	UHRF1 binding	PRMT1 inh	PG9 Ab binder	mABHD4 FP	TDP2 inh	HTRA1 inhibitor
CC(C)Oc1cc(N)c(Cl)cc1Cl	-2	-5	5	3	-1	-4	0.7	4	0	-4
Cc1onc(-c2ccccc2Cl)c1C(=O)N(C)CC(=O)Nc1ccc(F)c(F)c1F	0	-2	-8	0	-2	-4	-0.2	-1	1	-9
O=S(=O)(Oc1ccccc1)c1cccnc1	10	8	2	1	-1	-3	0.6	0	15	0
CNc1nc(C23CC4CC(CC(C4)C2)C3)cs1	-4	4	0	2	0	8	-1.0	2	7	0
COc1ccccc1CNC(=O)COC(=O)c1ccc(Cl)nc1	1	-7	4	-2	0	-1	1.3	-5	-1	-1
O=C(O)CCCC(=O)N1N=C(c2ccccc2)CC1c1ccc2nccnc2c1 (centres undefined)	-6	-4	-5	-1	5	5	-0.3	0	-14	5
CC1(C(=O)Nc2ccc3c(c2)OCO3)CCN1Cc1csc2ccccc12 (centres undefined)	4	-4	0	1	-1	1	-1.0	-9	7	.
COc1ccc(NC(=O)CSCc2cc(=O)n3nc(C4CC4)sc3n2)cc1	5	-1	10	-1	-2	-4	-2.7	2	7	6
CN(C(=O)COC(=O)CN1C(=O)c2ccccc2C1=O)c1c(N)n(Cc2ccccc2)c(=O)[nH]c1=O	-5	0	9	8	-1	-3	-1.8	-6	-14	-3
CC(C)(CO)NS(=O)(=O)c1ccc2c(c1)C(=O)c1cc(S(=O)(=O)NC(C)(C)CO)ccc1-2	-8	1	0	-3	-1	4	-0.5	6	7	3
CCCCN1CCCOc2cc(Br)ccc2S1(=O)=O	.	-5	-7	6	-4	-2	.	3	-1	.
COc1cc(/C=C/C(=O)O)ccc1S(=O)(=O)N1CCCc2ccccc21	-4	-7	-1	2	-2	0	-0.6	2	2	3
NCCNc1ccc([N+](=O)[O-])c(NC2CC2)c1	2	-7	1	3	-8	-1	-1.7	7	-11	-3
Cc1cc(C)c2nc(-c3ccccn3)cc(C(=O)NCc3ccc(S(N)(=O)=O)cc3)c2c1	7	-7	-15	2	-3	1	1.9	-19	5	.
CC(C)C(NS(=O)(=O)c1ccccc1)C(=O)NC1CCCC1 (centres undefined)	4	-4	7	-3	5	-1	-0.4	1	2	5
O=C(CNC(=O)c1ccccc1)NCC(=O)OCC(=O)c1ccc(F)cc1	-2	4	0	-2	2	2	-0.4	-3	-5	10
Cc1ccnc(NS(=O)(=O)c2ccc(NS(=O)(=O)c3cc(Cl)ccc3Cl)cc2)n1	2	-4	-7	-1	4	3	-0.6	-2	2	5
O=C1C(=O)N(CCN2CCOCC2)C(c2cccnc2)/C1=C(/O)c1ccc(Cl)cc1 (centres undefined)	1	3	0	-1	-5	-1	-0.3	-6	11	5
CC(=O)Nc1ccc(C(=O)N(C)c2ccccc2)cc1	-3	0	1	-2	4	4	2.4	3	2	4
CC(C)(C)n1nnnc1C(c1ccncc1)N(Cc1ccccc1)Cc1ccco1 (centres undefined)	2	11	6	3	-2	-1	0.8	-1	3	-3

Profiles, looked up by structure.
Listed for CC(=O)Nc1ccc(C(=O)N(C)c2ccccc2)cc1 = TCR-CD3 inh: -3; Tn7 DDE FP: 0; SIAE inh: 1; LEDGF integ inh: -2; UHRF1 binding: 4; PRMT1 inh: 4; PG9 Ab binder: 2.4; mABHD4 FP: 3; TDP2 inh: 2; HTRA1 inhibitor: 4
Listed for Cc1cc(C)c2nc(-c3ccccn3)cc(C(=O)NCc3ccc(S(N)(=O)=O)cc3)c2c1 = TCR-CD3 inh: 7; Tn7 DDE FP: -7; SIAE inh: -15; LEDGF integ inh: 2; UHRF1 binding: -3; PRMT1 inh: 1; PG9 Ab binder: 1.9; mABHD4 FP: -19; TDP2 inh: 5; HTRA1 inhibitor: .

(list continues)
SMILES	TCR-CD3 inh	Tn7 DDE FP	SIAE inh	LEDGF integ inh	UHRF1 binding	PRMT1 inh	PG9 Ab binder	mABHD4 FP	TDP2 inh	HTRA1 inhibitor
CC[C@@H](C)[C@@H]1CN([C@@H](C)CN2CCC[C@H]2CN2C(N)=NC[C@@H]2Cc2ccccc2)C(=N)N1CCCC1CCCC1	-1	-3	1	0	0	2	-2.5	17	-5	-6
CC1(C)CC(=O)C(N=Nc2cccc([N+](=O)[O-])c2)=C(O)C1	-2	1	-1	3	-3	2	-0.5	-17	0	5
CCOC(=O)N1CCC(N2C(=O)c3ccc(C(=O)NCc4ccco4)cc3C2=O)CC1	2	-1	-2	5	-1	-9	-1.6	1	-2	0
Cc1cc(Cl)ccc1OCCCC(=O)NCCN1C(=O)S/C(=C\c2cccnc2)C1=O	-13	2	7	-1	0	1	1.4	-12	2	-8
COc1ccccc1NC(=O)COc1ccc(Br)cc1CNCCCN1CCOCC1	5	-3	1	-1	-1	1	-0.1	5	4	-4
O=C(CSc1nnc(COc2cccc3cccnc23)o1)N1CCc2ccccc21	6	-2	-7	3	0	0	-7.8	2	-5	2
C[C@H](CO)N1C[C@H](C)[C@@H](CN(C)C(=O)Nc2ccc(C(F)(F)F)cc2)Oc2c(NC(=O)NC3CCCCC3)cccc2C1=O	-2	5	1	-1	0	0	-0.6	-14	-3	-21
CCCNC(=O)c1ccc(COc2ccc(Cl)cc2)o1	10	-1	0	0	4	1	-0.9	-2	-9	-3
Cc1ccc(S(=O)(=O)Oc2ccc(C3C4=C(CCCC4=O)OC4=C3C(=O)CCC4)cc2)cc1	7	2	-9	1	1	0	1.9	-1	-6	-1
CCCCn1nnc(N(C(=O)c2cccs2)C(=O)c2cccs2)n1	1	-4	-4	-2	2	3	-0.1	3	7	-5
O=C1/C(=C/c2cccnc2)CCC/C1=C\c1cccnc1	5	-5	1	7	-2	-1	-2.9	-7	12	.
C#CCOCCOCCOCCNc1nc(N2CCOCC2)nc(N2CCN(C(=O)[C@H](Cc3ccc(O)cc3)n3cc(CCO)nn3)CC2)n1	-1	7	0	-1	3	0	0.4	3	13	-1
Cc1ccccc1CS(=O)(=O)CCC(=O)NCc1ccc(F)cc1Cl	-2	11	0	-1	1	0	-1.5	2	8	0
COc1ccccc1/C=C/C=N/NC(=O)CC1C(=O)NN=C1C (centres undefined)	-6	-2	5	1	-7	0	-4.2	0	2	2
c1nc(NCC2CC2)c2cc(-c3ccc4c(c3)OCO4)ccc2n1	.	10	-27	-1	2	1	.	-9	3	.
Cc1ccc(C2C(C#N)=C(N)Oc3n[nH]c(-c4ccccc4)c32)o1 (centres undefined)	-2	-1	9	6	-5	19	1.6	26	13	13
CC(C)N(Cc1nccn1C)C(=O)CC1C(=O)NCCN1Cc1ccc(F)c(F)c1 (centres undefined)	7	4	0	1	-3	3	-2.2	5	8	-3
CCN1C(=O)N[C@@H](c2cccc(C(F)(F)F)c2)[C@@H](C(=O)OC)[C@H]1C	5	-5	-1	0	3	0	1.2	5	-1	9
CC(OC(=O)C1CCN(c2ccc(C(F)(F)F)cn2)CC1)C(=O)c1ccccc1 (centres undefined)	2	1	2	4	-3	0	-1.7	-8	4	-16
CN(C)CCCN=Cc1c(O)n(Cc2ccccc2)c(=O)c2ccccc12	-6	1	0	2	2	-1	-1.6	7	5	-15
CCOC(=O)C1C(c2ccc(O)cc2)NC(=O)NC1(O)C(F)(F)F (centres undefined)	7	3	11	-2	-2	0	-1.8	3	5	4
CCCS(=O)(=O)NC(=O)C1(C)CCCN(C(=O)Cc2ccc3ccccc3c2)C1 (centres undefined)	0	2	-1	2	-2	-3	-0.5	4	-7	.
O=[N+]([O-])c1ccc(/C=C/C2=NN(c3ccccc3)C(c3ccco3)C2)cc1 (centres undefined)	-57	1	-52	0	-1	-12	0.5	-71	8	-44
O=C(CS(=O)(=O)Cc1ccccc1)Nc1nc2c(s1)CCCC2	4	1	0	-1	-2	1	-2.2	4	-12	-4
COc1ccc(C(=O)N/N=C\c2coc3ccc(Cl)cc3c2=O)cc1	7	4	0	3	-1	0	-0.9	3	-18	-1
COc1ccc(N(CC(=O)Nc2cc(Cl)ccc2OC)C2=NC3CS(=O)(=O)CC3S2)cc1 (centres undefined)	-1	-4	-2	0	2	-2	-0.7	-2	-6	2
CCNC(=S)NCc1ccc(Cl)cc1	7	7	-1	1	0	-2	0.3	-1	2	-8
CCCC(=O)Nc1ccc2nn(-c3ccc(OC)cc3)nc2c1	8	1	-2	2	-2	-2	-1.3	-10	5	-25
COc1ccc(C(=O)NC(C(=O)N2CCc3ccccc32)C(C)C)cc1 (centres undefined)	-7	4	2	-1	2	2	-0.3	-6	0	2
Cc1ccc(CNC(=O)CCC(=O)N2CC(C)Oc3ccc(Cl)cc32)cc1 (centres undefined)	3	0	-2	3	0	1	0.2	-1	7	-12
COc1ccc(CNC(=O)N2CCN(c3cccc(C)c3C)CC2)cc1OC	-6	-3	-2	-5	-1	2	-0.1	-4	-6	-2
Cc1ccc(NC(=O)CN2CCOCC2)cc1C	14	-6	9	-2	4	-2	-0.5	1	6	-2
COc1ccc2[nH]c3c(N4CCC(O)(c5cccc(C(F)(F)F)c5)CC4)ncnc3c2c1	-4	-13	18*	1	0	2	-2.1	18	3	-14
O=C(NCCc1cccc(C(F)(F)F)c1)C1CCC(=O)N(CCc2cccc(F)c2)C1 (centres undefined)	1	-6	1	2	2	-2	0.9	4	-14	-6
Cc1ccc(C(C)C)cc1S(=O)(=O)NCc1ccccn1	2	2	5	4	-1	-3	-0.8	3	8	-1
COc1cccc2c1[C@H](/C=C/c1ccccc1)[C@@H]([C@H](O)COC(C)=O)OC2	.	-9	11	0	-1	9	.	-5	-4	.
CCOc1ccc2nc(SCC(=O)c3ccccc3)sc2c1	4	-4	3	-2	-4	1	-2.6	-8	0	2
O=c1n(-c2ccccc2)c(=O)n2n1CC(O)C2	2	0	2	3	-2	-3	-0.2	2	10	2
COc1ccc(CC(=O)N/N=C/c2ccc(Cl)s2)cc1OC	-2	-4	5	3	2	-2	-0.2	-4	3	-1
N/C(=N\OC(=O)Cc1ccccc1)c1ccncc1	-2	-10	3	-3	0	5	0.2	3	9	2
CNC(=O)CN1C(=O)NC2(CCc3ccccc3C2)C1=O (centres undefined)	-2	2	-5	-4	3	5	-0.4	5	-6	2
CCCCCCOc1ccc(N2C(=O)CC(NCCc3ccc(S(N)(=O)=O)cc3)C2=O)cc1 (centres undefined)	1	3	0	2	1	42*	2.3	-3	5	-6
CCOc1ccc(CN2CCNC(=O)C2CC(=O)NCc2csc(C(C)C)n2)cc1 (centres undefined)	0	3	6	0	-3	-2	-0.2	5	-2	1
